Assay outcomes: PubChem BioAssay, several laboratories
RGS4 act – RGS4 potentiators or activators, primary screen, cell-based, HEK293 M3R inducible RGS4, calcium flux. carbachol calcium flux Fluo4; active compounds read low. B-score at 10 µM. 310,000 tested, 0.92% active;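 active = B-score of the integrated calcium signal more than 4 SD below the library mean, with starting fluorescence not abnormally high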;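 note: negative B-score means reduced calcium response which marks RGS4 activation or potentiation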
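System – HEK293 FlpIn-TREx cells, stable M3R, doxycycline-inducible RGS4 · Reagent – ECmax carbachol challenge · Times – compound preincubation 20 min at room temperature before agonist · Technique – Fluo4 fluorescence kinetic imaging of calcium · Measure – B score of integrated Fluo4 ratio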
KCNK9 inh – KCNK9 potassium channel inhibitors, primary screen, HEK293 cells, thallium flux. FluxOR thallium flux fluorescence; active compounds read low. Potassium channel subfamily K member 9 (Homo sapiens), Q9NPC2. 310,000 tested, 1.2% active. B-score at 10 µM. AID 488922, 2010;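 active = ratio B-score over 3 SD below the library mean, with starting fluorescence within 5 SD of its mean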;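 note: negative B-score means less thallium flux so channel inhibition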
Target sequence (Q9NPC2 whole entry, looked up): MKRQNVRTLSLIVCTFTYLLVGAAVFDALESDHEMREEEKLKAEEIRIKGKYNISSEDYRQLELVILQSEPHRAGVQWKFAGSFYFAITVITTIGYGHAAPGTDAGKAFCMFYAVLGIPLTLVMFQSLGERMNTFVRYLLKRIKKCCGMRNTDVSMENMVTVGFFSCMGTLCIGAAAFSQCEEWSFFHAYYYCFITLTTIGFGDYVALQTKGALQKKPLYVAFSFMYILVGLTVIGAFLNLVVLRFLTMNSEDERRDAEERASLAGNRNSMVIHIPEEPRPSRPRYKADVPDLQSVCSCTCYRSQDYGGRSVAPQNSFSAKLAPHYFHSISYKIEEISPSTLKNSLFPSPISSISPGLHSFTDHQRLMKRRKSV
DYRK1A inh – rat Dyrk1A kinase inhibitors, primary screen, biochemical, single point, plate reader; Dual specificity tyrosine-phosphorylation-regulated kinase 1A (Rattus norvegicus), Q63470; ADP-Glo luminescence, NFATc1 peptide; inhibition, % at 12.5 µM; 310,000 tested, 0.43% active; AID 504441, 2011; in the data active = inhibition above about 50%;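 note: plate controls were vehicle with enzyme for no effect and no enzyme for full effect; many of its hits are not listed in these tables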
RGS4 inh – RGS4 inhibitors, primary screen, cell-based, HEK293 M3R inducible RGS4, calcium flux. Regulator of G-protein signaling 4 (Homo sapiens), P49798. Fluo-4 calcium flux; active compounds read high; triggered by carbachol at its EC20. B-score at 10 µM. 310,000 tested, 0.45% active;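 active = B-score, a plate-corrected calcium signal, over three deviations above library mean, with baseline fluorescence within five deviations of library mean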;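 note: RGS4 expression induced by doxycycline in cells with stable M3 receptor; B-score is computed from the integrated fluorescence ratio over baseline after carbachol; higher B-score means a larger calcium signal and so more RGS4 inhibition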
Target sequence (P49798 whole entry, looked up): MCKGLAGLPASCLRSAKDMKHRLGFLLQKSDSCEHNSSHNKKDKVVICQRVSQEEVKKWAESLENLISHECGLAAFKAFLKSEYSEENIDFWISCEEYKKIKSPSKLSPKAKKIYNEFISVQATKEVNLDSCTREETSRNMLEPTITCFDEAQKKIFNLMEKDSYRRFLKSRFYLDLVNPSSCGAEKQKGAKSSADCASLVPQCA
KCNQ1 act – potentiators or activators of KCNQ1 channel, primary screen, cell-based, thallium flux, high-throughput | Potassium voltage-gated channel subfamily KQT member 1 (Homo sapiens), P51787 | CHO-K1 KCNQ1, thallium flux FluxOR fluorescence; active compounds read high | B-score at 10 µM | 310,000 tested, 0.35% active | AID 2648, 2010;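 active = fluorescence ratio B-score, a plate-corrected score, at least three library SD, with initial intensity B-score within 5 SD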
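Assay system: CHO-K1 cells stably expressing KCNQ1. Medium: assay buffer for compound exposure, DMSO matched across wells. Timing: 37 °C overnight plating, 90-min dark dye load, 20-min compound pretreatment. Signal: kinetic FluxOR fluorescence, 10 s baseline plus 110 s post-stimulus.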
KCNK3 inh – human KCNK3 channel inhibitors, primary screen, CHO cells, FluxOR thallium flux, B-score. Potassium channel subfamily K member 3 (Homo sapiens), O14649. FluxOR fluorescence; active compounds read low. B-score at 10 µM. 340,000 tested, 0.84% active. AID 602410, 2012;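 active = B-score under library mean minus 4 SD, starting fluorescence ratio at most library mean plus 5 SD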;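 note: more negative B-score means stronger inhibition of thallium flux through KCNK3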
hERG rescue – hERG rescue from dofetilide block, primary screen, cell-based, CHO-hERG, FluxOR thallium flux, dofetilide IC70. Voltage-gated inwardly rectifying potassium channel KCNH2 (Homo sapiens), Q12809. dofetilide IC70 present. activation (rescue from dofetilide block), less the hit threshold, % at 10 µM. 310,000 tested, 0.51% active. AID 1511, 2009;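 active = activation above the mean of controls blocked by dofetilide plus 5 SD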;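 note: thallium influx through hERG after potassium depolarization seen as dye fluorescence rise; in these data hits start at about 4.7%; inactives centre near -7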
PolyA inhibitor – polyadenylation inhibitors in yeast reporter cells, primary screen, luminescence, S. cerevisiae. S. cerevisiae SKY197-pL101 polyadenylation reporter, beta-gal luminescence; efflux-impaired pdr1/pdr3 knockout yeast; score 100 = 6 SD above DMSO. 300,000 tested, 0.02% active. AID 1875, 2009. calls only at 12 µM;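 active = lowest replicate activity score at least 50, where 100 means six control SD above control mean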;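 note: yeast exposed to compound for 9 h at 30 °C; higher score means more reporter readthrough which indicates perturbed polyadenylation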
GSK3beta inhib – human GSK3beta kinase inhibitors, primary screen, biochemical, cell-free homogeneous, HTS; Glycogen synthase kinase-3 beta (Homo sapiens), P49841; GST-GSK3beta kinase, ADP-Glo luminescence, 60 min; active compounds read low; activity score (negative = inhibition), % at 10 µM; 300,000 tested, 0.038% active;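 active = more than half of replicate wells score below -50%, meaning over 50% inhibition versus plate controls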;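 note: 0% = median DMSO wells and -100% = median GW8510 positive control wells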
Target sequence (P49841 whole entry, looked up): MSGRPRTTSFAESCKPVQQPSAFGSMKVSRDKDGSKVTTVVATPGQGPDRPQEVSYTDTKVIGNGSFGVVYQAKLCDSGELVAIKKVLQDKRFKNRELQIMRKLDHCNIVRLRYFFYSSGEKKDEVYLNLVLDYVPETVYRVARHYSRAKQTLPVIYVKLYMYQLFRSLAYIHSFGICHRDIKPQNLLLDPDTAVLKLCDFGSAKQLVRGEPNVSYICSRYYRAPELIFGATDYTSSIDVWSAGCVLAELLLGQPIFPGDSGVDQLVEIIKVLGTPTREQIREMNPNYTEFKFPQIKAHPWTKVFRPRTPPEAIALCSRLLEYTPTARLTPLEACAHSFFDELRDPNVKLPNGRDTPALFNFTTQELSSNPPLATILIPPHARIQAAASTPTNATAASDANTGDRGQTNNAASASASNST
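Assay system: GST-tagged human GSK3beta kinase, cell-free; Input: 1.6 ng GSK3beta; Medium: Tris/MgCl2 kinase buffer; Timing: 60 min enzyme reaction, room temperature; Signal: ADP-Glo luminescence quantifying ADP generated by kinase; Evaluation: score relative to plate controls; Benchmarks: DMSO neutral wells and GW8510 at 20 µM as positive.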
KCNQ1 block – inhibitors of human KCNQ1 channel, primary screen, cell-based, thallium flux, high-throughput; Potassium voltage-gated channel subfamily KQT member 1 (Homo sapiens), P51787; CHO-K1 KCNQ1, FluxOR thallium flux fluorescence; active compounds read high; B-score at 10 µM; 310,000 tested, 1.3% active; AID 2642, 2010;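 active = compounds whose thallium flux B-score, printed positive for inhibition, exceeds three library SD while starting fluorescence stays within three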;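 note: channel opened by potassium depolarization with thallium stimulus after 20 min compound exposure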
GSK3 alpha inh – blockers of GSK3A enzyme activity – biochemical, luminescence, cell-free homogeneous, HTS, primary screen; Glycogen synthase kinase-3 alpha (Homo sapiens), P49840; GSK-3 alpha kinase, ADP-Glo luminescence, 60 min; inhibition, % at 10 µM; 320,000 tested, 0.1% active;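 in the data active = inhibition above about 50%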;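 note: GST-tagged GSK-3 alpha with peptide substrate and 25 µM ATP; 0% = DMSO neutral wells and 100% = GW8510 positive control wells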
* marks the source's active call; other numbers are inactive results.

For O=C(O)CCc1ccc(-c2ccccc2)n1NC(=O)c1ccco1 the results were RGS4 act inactive, KCNK9 inh inactive, DYRK1A inh -2, RGS4 inh inactive, KCNQ1 act inactive, KCNK3 inh inactive, hERG rescue -6, PolyA inhibitor inactive, GSK3beta inhib 1, KCNQ1 block inactive and GSK3 alpha inh -1.
COc1cc([N+](=O)[O-])cc2sc(NC(=O)C(C)(C)C)nc12 was read as RGS4 act inactive, KCNK9 inh inactive, DYRK1A inh 2, RGS4 inh inactive, KCNQ1 act inactive, KCNK3 inh inactive, hERG rescue -11, PolyA inhibitor inactive, GSK3beta inhib 3, KCNQ1 block inactive and GSK3 alpha inh 1.
Screening CCCCn1c(N)c(N(CC(C)C)C(=O)CN(C)S(=O)(=O)c2ccc(C)cc2)c(=O)[nH]c1=O returned RGS4 act inactive, KCNK9 inh inactive, DYRK1A inh 0, RGS4 inh inactive, KCNQ1 act inactive, KCNK3 inh inactive, hERG rescue -12, PolyA inhibitor inactive, GSK3beta inhib 0, KCNQ1 block inactive and GSK3 alpha inh -4.
`CCCN(CCC)C(=O)C1CC(=O)OC12CCOC(C)(C)C2` (stereo not drawn) gave RGS4 act inactive, KCNK9 inh inactive, DYRK1A inh -3, RGS4 inh inactive, KCNQ1 act inactive, KCNK3 inh inactive, hERG rescue -4, PolyA inhibitor inactive, GSK3beta inhib 0, KCNQ1 block inactive and GSK3 alpha inh 1.
C/C(=N\OCC(=O)O)c1ccc(Cl)cc1 was read as RGS4 act inactive, KCNK9 inh inactive, DYRK1A inh 22, RGS4 inh inactive, KCNQ1 act inactive, KCNK3 inh inactive, hERG rescue -13, PolyA inhibitor inactive, GSK3beta inhib 1, KCNQ1 block inactive and GSK3 alpha inh -4.
Screening O=C(Oc1ccc(-c2cnc3ccccc3n2)cc1)c1ccco1 returned RGS4 act inactive, KCNK9 inh inactive, DYRK1A inh 1, RGS4 inh inactive, KCNQ1 act inactive, KCNK3 inh inactive, hERG rescue -12, PolyA inhibitor inactive, GSK3beta inhib 2, KCNQ1 block inactive and GSK3 alpha inh 3.
Cc1cc(C)n(-c2nc3c(c(=O)[nH]c(=O)n3C)n2Cc2ccc(F)cc2)n1 was read as RGS4 act inactive, KCNK9 inh inactive, DYRK1A inh 6, RGS4 inh inactive, KCNQ1 act inactive, KCNK3 inh inactive, hERG rescue -8, PolyA inhibitor inactive, GSK3beta inhib 1, KCNQ1 block inactive and GSK3 alpha inh -2.
Screening O=C(N=Nc1c(O)n(C2OC(=O)c3ccccc32)c2ccccc12)c1ccco1 (stereo not drawn) returned RGS4 act inactive, KCNK9 inh inactive, RGS4 inh inactive, KCNQ1 act inactive, hERG rescue -7, PolyA inhibitor inactive, GSK3beta inhib -1, KCNQ1 block inactive and GSK3 alpha inh -1.
`O=C(CCCNS(=O)(=O)c1ccc(Br)cc1)N1CC[C@@]2(O)CCCC[C@H]2C1` gave RGS4 act inactive, KCNK9 inh inactive, DYRK1A inh -4, RGS4 inh inactive, KCNQ1 act inactive, KCNK3 inh inactive, hERG rescue -4, PolyA inhibitor inactive, GSK3beta inhib -1, KCNQ1 block inactive and GSK3 alpha inh 1.
CC1CCCN(S(=O)(=O)c2cnc[nH]2)C1 (stereo not drawn) was read as RGS4 act inactive, KCNK9 inh inactive, DYRK1A inh -3, RGS4 inh inactive, KCNQ1 act inactive, KCNK3 inh inactive, hERG rescue -3, PolyA inhibitor inactive, GSK3beta inhib 1, KCNQ1 block inactive and GSK3 alpha inh -1.
Screening Cc1ccc(-c2csc(N(Cc3ccccc3)C(=O)COc3ccccc3)n2)cc1 returned RGS4 act inactive, KCNK9 inh inactive, DYRK1A inh 0, RGS4 inh inactive, KCNQ1 act inactive, KCNK3 inh inactive, hERG rescue -10, PolyA inhibitor inactive, GSK3beta inhib 3, KCNQ1 block inactive and GSK3 alpha inh 1.
For c1ccc(Cn2nnnc2C(c2ccccn2)N2CCN(c3ccccc3)CC2)cc1 (stereo not drawn) the results were RGS4 act inactive, KCNK9 inh inactive, DYRK1A inh 15, RGS4 inh inactive, KCNQ1 act inactive, KCNK3 inh inactive, hERG rescue -8, PolyA inhibitor inactive, GSK3beta inhib 2 and KCNQ1 block inactive.
`C/C(Nc1ccc(F)cc1)=C(/C#N)C(N)=O` gave RGS4 act inactive, KCNK9 inh inactive, DYRK1A inh 4, RGS4 inh inactive, KCNQ1 act inactive, KCNK3 inh inactive, hERG rescue -9, PolyA inhibitor inactive, GSK3beta inhib -17, KCNQ1 block inactive and GSK3 alpha inh 11.
`O=[N+]([O-])c1cccc(-c2nc(-c3ccccn3)no2)c1` gave RGS4 act inactive, KCNK9 inh inactive, DYRK1A inh 10, RGS4 inh inactive, KCNQ1 act inactive, KCNK3 inh inactive, hERG rescue -9, PolyA inhibitor inactive, GSK3beta inhib 4, KCNQ1 block inactive and GSK3 alpha inh -3.
For CCS(=O)(=O)c1nc(NC(C)=O)n[nH]1 the results were RGS4 act inactive, KCNK9 inh inactive, DYRK1A inh 7, RGS4 inh inactive, KCNQ1 act inactive, KCNK3 inh inactive, hERG rescue -3, PolyA inhibitor inactive, GSK3beta inhib -1, KCNQ1 block inactive and GSK3 alpha inh -1.
N#C/C(=C(/O)Cc1cccc2ccccc12)c1nc2ccccc2s1 was read as RGS4 act inactive, KCNK9 inh inactive, DYRK1A inh -16, RGS4 inh inactive, KCNQ1 act inactive, KCNK3 inh inactive, hERG rescue -9, PolyA inhibitor inactive, GSK3beta inhib -3, KCNQ1 block inactive and GSK3 alpha inh -1.
Screening C=CCNCc1cc(=O)n2c(-c3ccccc3)csc2n1 returned RGS4 act -8.8*, KCNK9 inh inactive, DYRK1A inh 5, RGS4 inh inactive, KCNQ1 act inactive, KCNK3 inh inactive, hERG rescue -8, PolyA inhibitor inactive, GSK3beta inhib 1, KCNQ1 block inactive and GSK3 alpha inh 0.
Screening Cc1cc(N2CCCC2)ccc1NC(=O)COc1cccc(C(F)(F)F)c1 returned RGS4 act inactive, KCNK9 inh inactive, DYRK1A inh 4, RGS4 inh inactive, KCNQ1 act inactive, KCNK3 inh inactive, hERG rescue -7, PolyA inhibitor inactive, GSK3beta inhib 2, KCNQ1 block inactive and GSK3 alpha inh 1.
For CN(CC(=O)Nc1cccc(F)c1)C(=O)c1cc(-c2cccs2)nn1-c1ccccc1 the results were RGS4 act -9.6*, KCNK9 inh inactive, DYRK1A inh 5, RGS4 inh inactive, KCNQ1 act inactive, KCNK3 inh inactive, hERG rescue -12, PolyA inhibitor inactive, GSK3beta inhib 1, KCNQ1 block inactive and GSK3 alpha inh 6.
Screening Cc1ccc2c(c1)N(C(=O)CCC(=O)N1CCN(c3ccccn3)CC1)CC(C)O2 (stereo not drawn) returned RGS4 act inactive, KCNK9 inh inactive, DYRK1A inh 0, RGS4 inh inactive, KCNQ1 act inactive, KCNK3 inh inactive, hERG rescue -11, PolyA inhibitor inactive, GSK3beta inhib 0, KCNQ1 block inactive and GSK3 alpha inh 0.
`CCOc1cccc(NC(=O)Cc2cccs2)c1` gave RGS4 act inactive, KCNK9 inh inactive, DYRK1A inh 10, RGS4 inh inactive, KCNQ1 act inactive, KCNK3 inh inactive, hERG rescue -1, PolyA inhibitor inactive, GSK3beta inhib 4, KCNQ1 block inactive and GSK3 alpha inh -6.
Screening Cc1cc2c3c(c1C)C1(C(=O)N3C(C)(C)CC2C)C(C#N)=C(N)Oc2cc(O)ccc21 (stereo not drawn) returned RGS4 act inactive, KCNK9 inh inactive, DYRK1A inh 4, RGS4 inh inactive, KCNQ1 act inactive, KCNK3 inh inactive, hERG rescue -6, PolyA inhibitor inactive, GSK3beta inhib 1, KCNQ1 block inactive and GSK3 alpha inh -2.
For CC1CCN(C(=O)CCc2ccc(S(=O)(=O)NC(C)C)cc2)CC1 the results were RGS4 act inactive, KCNK9 inh inactive, DYRK1A inh 3, RGS4 inh inactive, KCNQ1 act inactive, KCNK3 inh inactive, hERG rescue -1, PolyA inhibitor inactive, GSK3beta inhib -3, KCNQ1 block inactive and GSK3 alpha inh 1.
For COCCN=C1NN=C(c2ccc(C)c([N+](=O)[O-])c2)CS1 the results were RGS4 act inactive, KCNK9 inh inactive, DYRK1A inh -2, RGS4 inh inactive, KCNQ1 act inactive, KCNK3 inh inactive, hERG rescue -11, PolyA inhibitor inactive, GSK3beta inhib 1, KCNQ1 block inactive and GSK3 alpha inh 0.
`CCOC(=O)C1(CC2CCCCO2)CCN(Cc2cc3ccccc3[nH]2)CC1` (stereo not drawn) gave RGS4 act inactive, KCNK9 inh inactive, DYRK1A inh -4, RGS4 inh inactive, KCNQ1 act inactive, KCNK3 inh inactive, hERG rescue -10, PolyA inhibitor inactive, GSK3beta inhib -1, KCNQ1 block inactive and GSK3 alpha inh -2.
Screening CC[n+]1c(P(=O)([O-])c2ccccc2)[nH]c2ccccc21 returned RGS4 act inactive, KCNK9 inh inactive, DYRK1A inh 2, RGS4 inh inactive, KCNQ1 act inactive, KCNK3 inh inactive, hERG rescue -12, PolyA inhibitor inactive, GSK3beta inhib 0, KCNQ1 block inactive and GSK3 alpha inh 1.
COc1ccc(C2(O)CC3CCC(C2)N3c2cc(C)nc(-c3ccccc3)n2)cc1 (stereo not drawn) was read as RGS4 act inactive, KCNK9 inh inactive, RGS4 inh inactive, KCNQ1 act inactive, KCNK3 inh inactive, hERG rescue -10, PolyA inhibitor inactive, GSK3beta inhib -1, KCNQ1 block inactive and GSK3 alpha inh -1.

A portion of the library; rates above refer to the full screens.
